Screening results (PubChem BioAssay)
D3 antag: antagonists of human D3 dopamine receptor; AID 652054; max response, negative = inhibition, %; hit rate 2.5% among 360,000; D3R cells, DiscoveRx beta-arrestin luminescence, antagonist mode; active compounds read low; in the data active = max response below about -50%; inconclusive = no clear call, values can overlap the other calls; note: % is set by controls: 0 for no effect and ±100 for the full control effect; mostly tested at two doses, the higher about 12 µM
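Cells plated overnight at 1500 cells/well, then exposed to library compounds with dopamine controls for 90 minutes at 37 degrees C. DiscoveRx reagent added for 30–60 minutes at room temperature; luminescence read, quantitative HTS format.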
FUS yeast rescue: FUS proteinopathy suppression in yeast; S. cerevisiae FUS-expressing, growth rescue, OD600, 24 h; Potency, µM (titrated, usually from 76.6 µM), for inactives: top-dose growth rescue (activation), most hits filed as activators; hit rate 0.24% among 390,000;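 note: potency is the fitted concentration of half-maximal effect; plate controls were DMSO vehicle for no effect and reference control for full effect; nearly all actives have a fitted effect of over 55% in size; some results filed as inactive show a strong effect at the top dose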
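Absorbance at 600 nm, taken 24hr after compound addition, measured rescue of FUS-yeast growth at 30C. Induction used 2% galactose with seeding at OD 0.005. Controls: CP55940 from 92uM final, DMSO only.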
aSyn rescue: inhibitors of alpha-synuclein toxicity in yeast. Potency, µM (top dose mostly 46.1 µM), inactives show at the top dose growth rescue (activation), hits mostly activators. AID 652106. Yeast expressing alpha-synuclein, growth rescue, BacTiter-Glo, 24 h. hit rate 0.14% among 370,000; note: potency is the fitted concentration of half-maximal effect; % of control where 0% means no effect; nearly all actives have a fitted effect of over 65% in size
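Rescue of yeast growth: cells expressing toxic alpha-synuclein, induced in galactose at OD600 0.02, incubated with compound 24 h at 30 C. ATP luminescence quantified growth; inhibitors of toxicity appear as activators.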
EPAC2 agonist: activates human EPAC2 exchange factor | EPAC2 activation, biochemical qHTS; response scale: 100% = 6.5 mM cAMP response | Potency, µM (doses to about 154 µM), inactives show top-dose activation, most hits filed as activators | hit rate 0.079% among 360,000; note: potency is the fitted concentration of half-maximal effect; nearly all actives have a fitted effect of over 50% in size
Target sequence (Q8WZA2 whole entry, looked up): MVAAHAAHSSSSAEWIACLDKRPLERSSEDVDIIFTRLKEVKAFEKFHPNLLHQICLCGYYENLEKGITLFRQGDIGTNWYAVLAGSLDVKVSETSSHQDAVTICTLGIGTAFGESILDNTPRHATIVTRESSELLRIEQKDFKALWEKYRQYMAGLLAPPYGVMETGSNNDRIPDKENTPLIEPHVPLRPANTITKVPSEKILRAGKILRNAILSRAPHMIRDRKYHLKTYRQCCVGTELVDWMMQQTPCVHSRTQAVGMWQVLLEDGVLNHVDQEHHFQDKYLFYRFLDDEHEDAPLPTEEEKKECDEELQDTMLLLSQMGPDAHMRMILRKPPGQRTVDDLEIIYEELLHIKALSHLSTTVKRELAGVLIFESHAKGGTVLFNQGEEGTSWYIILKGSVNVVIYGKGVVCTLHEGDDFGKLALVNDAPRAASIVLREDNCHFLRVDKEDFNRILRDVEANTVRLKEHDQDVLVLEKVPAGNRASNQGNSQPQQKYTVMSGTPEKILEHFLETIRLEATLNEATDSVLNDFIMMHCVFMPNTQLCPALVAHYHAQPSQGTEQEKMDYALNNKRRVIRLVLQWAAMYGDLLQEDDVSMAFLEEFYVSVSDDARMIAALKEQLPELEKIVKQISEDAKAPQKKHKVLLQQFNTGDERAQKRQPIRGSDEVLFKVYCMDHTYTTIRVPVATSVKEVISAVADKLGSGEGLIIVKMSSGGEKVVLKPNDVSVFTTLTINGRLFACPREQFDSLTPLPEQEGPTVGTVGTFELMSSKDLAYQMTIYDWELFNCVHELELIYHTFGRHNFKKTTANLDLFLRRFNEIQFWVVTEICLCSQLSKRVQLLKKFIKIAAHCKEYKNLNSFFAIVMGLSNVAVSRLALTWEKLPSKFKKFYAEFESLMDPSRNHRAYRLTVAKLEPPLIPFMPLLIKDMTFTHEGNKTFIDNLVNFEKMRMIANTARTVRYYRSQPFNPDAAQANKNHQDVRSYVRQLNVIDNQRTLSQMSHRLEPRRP
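Nucleotide exchange monitored as fluorescence drop when BODIPY-GDP leaves Rap1B. Reaction: 100 nM EPAC2, 250 nM RAP1B-BODIPY-GDP, 50 uM GDP, room temperature, kinetic read over 30 min. Activity expressed relative to 6.5 mM cAMP.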
EPAC2 antag: blocks human EPAC2 exchange factor | EPAC2 GEF exchange of Rap1B-BODIPY-GDP, fluorescence | Potency, µM (top dose mostly 114 µM), inactives show at the top dose activity, negative = inhibition, usual class: inhibitors | hit rate 0.18% among 360,000 | Q8WZA2; note: potency is the fitted concentration of half-maximal effect; % is set by controls: 0 for no effect and ±100 for the full control effect; nearly all actives have a fitted effect of over 45% in size; many of its hits are not listed in these tables
DRD3 agonist: agonists of human D3 dopamine receptor. hit rate 0.58% among 410,000. D3R DiscoveRx beta-arrestin cells, luminescence, 90 min. max activation, %; in the data active = max activation above about 30%; note: 0% is about no effect; mostly tested at two doses, the higher about 12 µM
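Agonist-mode cell screen: cells plated at 1500/well and incubated overnight at 37 °C, then exposed to library compounds for 90 min at 37 °C. Detection reagent was added for 30–60 min at room temperature, and luminescence was read.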
Abeta rescue: compounds reversing amyloid beta toxicity in yeast; yeast expressing A-beta42, growth rescue, OD600, 48 h; response scale: 0% DMSO, 100% iron-clioquinol control; Potency, µM (titrated, usually from 46.1 µM), for inactives: at the top dose growth rescue, most hits filed as activators; hit rate 0.063% among 410,000; AID 1347071; note: potency is the fitted concentration of half-maximal effect; nearly all actives have a fitted effect of over 55% in size
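Growth rescue measured by 600 nm absorbance after 48 h yeast culture at 30 C with compound. Values normalized between DMSO and an equimolar ferric chloride plus clioquinol control.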
TDP43 rescue: TDP-43 toxicity inhibition in yeast. TDP-43 expressing yeast growth rescue, BacTiter-Glo, 24 h. Potency, µM (highest dose often 46.1 µM), without a hit: at the highest dose growth rescue (activation), most hits filed as activators. hit rate 1.8% among 410,000; note: potency is the fitted concentration of half-maximal effect; % of control where 0% means no effect; nearly all actives have a fitted effect of over 50% in size
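Yeast cells expressing TDP-43 under galactose induction are exposed to compounds for 24 hr at 30 deg C. BacTiter-Glo luminescence measures growth, so protective compounds score as activators.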
An asterisk follows results filed as active; ? = inconclusive; . = no result given; & = joins results of further samples; [ ] = dose if it differs, or a comment. Unless noted, calls come from the whole dose curve; as a rule, active = well fitted curve in the direction sought with a large enough effect; inconclusive = small, poorly fitted or top-dose-only effect, or another doubt; inactive = no such curve, though single readings can be large; an effect the other way counts as inactive or inconclusive. The list is partial (hit frequency here may not be typical).

SMILES | D3 antag | FUS yeast rescue | aSyn rescue | EPAC2 agonist | EPAC2 antag | DRD3 agonist | Abeta rescue | TDP43 rescue
Cn1nc(C(=O)N2CCOCC2)c2ccccc2c1=O | 9 | 4% | 8% | -2% | 13% | -1 | 7% | 9%
CCN(CC)S(=O)(=O)c1cccc(C(=O)OCC(=O)Nc2ccccc2OC(F)F)c1 | -14 | 38% | 0% | 8% | 5% | 7 | 5% | -7%
Cc1ccc(C(=O)COC(=O)CNC(=O)c2cccs2)cc1C | 16 | -24% | 11% | -2% | 3% | 7 | -9% | 6%
CCN(CC)S(=O)(=O)c1ccc2c(c1)nc(SCC(=O)N(C)C1CCS(=O)(=O)C1)n2CC (stereo unspecified) | 14 | 3% | -1% | 9% | 0% | 6 | 12% | -26%
COc1ccc(CCNC(=O)CNC(=O)c2ccc(Br)o2)cc1OC | -10 | -11% | -6% | -4% | -11% | -11 | -5% | -9%
CCN(CC)CCNc1nc(-c2ccc(OC(F)F)cc2)c(C)s1 | 24 | -23% | 4% | 6% | 1% | -12 | -1% | 27%
O=S(=O)(Cc1ccccc1)Nc1ccccc1Br | 10 | 1% | 20% | 4% | 7% | 3 | -3% | 9%
C#CCSc1nc(Cc2ccc(Cl)cc2)nc2ccccc12 | 19 | 8% | 12% | 7% | 16% | 48* | 16% | -13%
O=[N+]([O-])c1cccc(C(=S)N2CCN(c3ccccc3)CC2)c1 | -15 | . | 10% | 3% | -2% | -4 | 11% | 13µM*
Cc1ccc(C(=O)NC(=S)NCc2ccco2)cc1 | -14 | 24% | 1% | 13% | 4% | -2 | 2% | 5%
O=C(C1=C[C@H](c2ccc(Br)cc2)C[C@H](OCc2ccc(CO)cc2)O1)N1CCOCC1 | ? | 7% | 8% | 1% | 12% | -3 | 4% | 13%
O=C(c1ccc(CS(=O)(=O)c2ccc(Br)cc2)o1)N1CCOCC1 | -24 | -20% | 12% | -2% | 10% | 6 | -4% | 28%
Cc1c(/C=N/NC(=O)c2ccc3c(c2)OCO3)cnn1C | 5 | 11% | -6% | 2% | -1% | -1 | 11% | 6%
O=C(N/N=C/c1cccnc1)C1CC1(c1ccccc1)c1ccccc1 (stereo unspecified) | -11 | 36% | -1% | 19% | -9% | -4 | 0% | -4%[9.22 µM]
COc1ccccc1CNC(=O)C1CCN(S(=O)(=O)c2c(C)noc2C)CC1 | 2 | 10% | -2% | 0% | -1% | 1 | -4% | -2%
O=C(NC1CCCCC1)N1CCN(Cc2ccco2)CC1 | 7 | -8% | 0% | 3% | 2% | 0 | -6% | 12%
CN(C)c1ccc(/C=N/NC(=O)COc2ccccc2)cc1 | -6 | 2% | 18% | 5% | -5% | 15 | 8% | ?
CCCSC1=NC2(CCN(C(=O)NC3CCCCC3)CC2)N=C1c1ccc(OC)cc1 | . | ? | . | . | . | -4 | -11% | 9%
COc1ccc(C2CC(c3cccs3)=NN2c2ccc(F)cc2)cc1OC (stereo unspecified) | 0 | 26% | 1% | 10% | -18% | 3 | -8% | -19%[9.22 µM]
COc1ccc2nc(NC(=O)c3ccc([N+](=O)[O-])o3)sc2c1 | ? | 0% | -9% | 6% | -4% | -6 | -13% | 21%
COC(=O)CSc1nc(N)c(NC(=O)c2ccc(OC)c(OC)c2)c(=O)[nH]1 | -10 | -22% | -2% | 10% | -1% | 7 | -3% | 0%
CCOCC(=O)Nc1nc2ccc(OCC)cc2s1 | 19 | 0% | 19% | 6% | -3% | -1 | 24% | 16%
COc1cccc(C(=O)C[n+]2cccc3cc(OC)ccc32)c1 | 7 | 13% | 0%[1.84 µM] | 12% | 15% | -2 | 0% | 9%
O=C1COc2ccc(S(=O)(=O)N3CCN(c4cccc(Cl)c4)CC3)cc2N1 | 0 | 2% | -2% | -3% | -16% | 2 | -8% | 1%
CC(C)C[C@H](NC(=O)C1CC(=O)N(c2ccc3c(c2)OCO3)C1)C(=O)NC1CCCC1 (stereo partly specified) | -29 | 11% | -3% | 7% | 3% | -12 | -5% | -11%
Cc1cccc2sc(NC(=O)c3ccc(Cl)s3)nc12 | 14 | -22% | -20% | -1% | -3% | -5 | 6% | 40%
Cc1cc(C)c(NC(=O)Cn2nnc(S(=O)(=O)c3ccc(C)c(C)c3)c2N)c(C)c1 | . | -4% | 3% | . | . | -4 | -6% | 13%
CCCCCNC(=O)C1CCC(Cn2c(=O)c3sccc3n(CC(=O)N3CCCC3)c2=O)CC1 (stereo unspecified) | . | 2% | . | . | . | -19 | -23% | -8%
O=C(CCCCCn1c(=S)[nH]c2ccc(N3CCOCC3)cc2c1=O)NCc1cccc(Cl)c1 | 14 | 11% | 0% | -3% | 13% | 7 | 0% | 12%
Cc1ccccc1NC(=O)c1c([N+](=O)[O-])c(C(C)(C)C)nn1C | 0 | 6% | -3% | -7% | 15% | 13 | -12% | 0%
COc1ccc(N2C(=O)CC(c3cc(OC)c(OC)c(OC)c3)CC2=O)cc1 | 29 | 4% | 3% | -2% | 1% | 13 | -1% | -7%[1.82 µM]
COC(=O)Cn1cnc2scc(-c3ccc(C)cc3)c2c1=O | -12 | 19% | -49%[inhibitor] | -6% | -3% | -3 | -39%[inhibitor] | -15%
COc1ccc(NC(=O)c2ccc3c(c2)N(Cc2cccc(Cl)c2)C(=O)c2ccccc2S3=O)cc1Cl (stereo unspecified) | . | ? | . | . | . | -16 | -9% | -8%
O=C(Cc1ccc(S(=O)(=O)N2CCCCC2)cc1)NCc1ccc(Cl)cc1 | -12 | 20% | -1% | 11% | -11% | -1 | 0% | 13%
CC(C)(C)c1ccc(C(=O)CCCSC2=C(C#N)C(c3ccco3)C3=C(CCCC3=O)N2)cc1 (stereo unspecified) | -16 | ? | 1% | -4% | -14% | -26 | 9% | 13%
COc1ccc(NC(=O)c2ccc3c(c2)OCO3)cc1Cl | 13 | 30% | -1% | -9% | 7% | 1 | -6% | -1%
Cc1ccccc1NC(=O)NCCCN1CCN(C2CCCCC2)CC1 | 14 | -22% | 0% | -2% | -1% | -17 | -5% | 18%
O=C(Cc1cccs1)NCCS(=O)(=O)N1CCN(c2ccccc2)CC1 | -10 | -15% | 0% | 6% | 3% | 4 | -6% | -20%
Cc1cc(C)c(S(=O)(=O)N2CCCC(C(=O)NCCC3=CCCCC3)C2)c(C)c1 (stereo unspecified) | 7 | 13% | -10% | 17% | -14% | 13 | 12% | -11%
CC(C)NC(=O)c1nn(C)c2ccccc12 | -6 | . | -8% | -4% | 9% | -6 | -8% | -6%
COc1ccc(C(=O)NNC(=O)c2cc(C)[nH]n2)cc1 | 31 | -33% | -8% | 7% | 4% | 0 | -1% | -1%
CC(OC(=O)C1CCN(c2ccc(C(F)(F)F)cn2)CC1)C(=O)c1ccccc1 (stereo unspecified) | 0 | 16% | -1% | 1% | -21% | 1 | -6% | 6%
O=C(c1cc(F)ccc1F)C1CCCN(C(=O)c2ccc(F)cc2Cl)C1 (stereo unspecified) | 8 | 4% | 11% | 10% | -3% | 2 | 4% | 17%
CCOC(=O)Cn1nc(C)c(NC(=O)c2ccc(Br)o2)c1C | -8 | 16% | -10% | 22% | 0% | -3 | -5% | -20%
O=C(Nc1cccc2ccccc12)NC(Cc1ccccc1)C(=O)O (stereo unspecified) | -23 | 17% | -10% | 10% | 16% | -9 | -15% | -8%
COc1ccc(CC(=O)NNC(=O)COc2ccc(F)cc2)cc1S(=O)(=O)N1CCOCC1 | -17 | . | -4% | -10% | -1% | -7 | -12% | -16%
CCCSc1ccccc1C(=O)N1CCN(C(=O)c2ccco2)CC1 | -6 | -10% | 4% | 9% | 6% | 17 | 5% | 7%
CCc1nnc(NC(=O)CSc2nc(-c3ccc(F)cc3)cc(-c3ccccc3)c2C#N)s1 | -4 | -38% | 5% | 12% | 1%[57.1 µM] | 1 | 11% | 1%
Cn1cnnc1SCC(=O)Nc1nc(-c2ccccc2)cs1 | 5 | 6% | 1% | -2% | 0% | -8 | 1% | 17%
CN(NC1OC(=O)c2ccccc21)c1ncc(C(F)(F)F)cc1Cl (stereo unspecified) | 1 | 4% | -6% | 6% | 1% | -3 | 1% | 3%

Two records drawn at random from the list so far:
SMILES | D3 antag | FUS yeast rescue | aSyn rescue | EPAC2 agonist | EPAC2 antag | DRD3 agonist | Abeta rescue | TDP43 rescue
O=C(Cc1ccc(S(=O)(=O)N2CCCCC2)cc1)NCc1ccc(Cl)cc1 | -12 | 20% | -1% | 11% | -11% | -1 | 0% | 13%
O=C1COc2ccc(S(=O)(=O)N3CCN(c4cccc(Cl)c4)CC3)cc2N1 | 0 | 2% | -2% | -3% | -16% | 2 | -8% | 1%

Later entries.
SMILES | D3 antag | FUS yeast rescue | aSyn rescue | EPAC2 agonist | EPAC2 antag | DRD3 agonist | Abeta rescue | TDP43 rescue
CC(C)CC1OC(C)CC2=C1C(=O)OC(C)(C)O2 (stereo unspecified) | -11 | 4% | -22% | -4% | 6% | -4 | -4% | ?
COc1ccc(CCNC(=O)C(=O)NCC2CCNCC2)cc1OC | 3 | -12% | 0% | 2% | 4% | -5 | -7% | -1%
CC(C)c1onc(C(=O)N(C)Cc2ccccc2)c1[N+](=O)[O-] | 0 | 20% | -3% | 15% | 9% | 6 | -18% | 9%
O=C(CN1CCCCC1)N1CCN(c2ccccc2)CC1 | -19 | 20% | -5% | 0% | 3% | -6 | -7% | -12%
COc1ccccc1/C=C/CN1CCC(CO)(Cc2ccccc2)CC1 | -76* | 23% | -5% | 6% | -22% | -18 | -8% | -26%[9.22 µM]
CC(C)(CNC(=O)Cc1ccc(Cl)cc1Cl)N1CCOCC1 | 9 | 7% | -12% | 1% | -5% | 3 | 5% | -19%
COc1ccccc1C(=O)n1nc(-c2cccnc2)nc1NCc1ccccc1 | 3 | 22%&43% | -7% | 3% | -3% | 4&5 | 11%&7% | ?
Cc1ccc(C23CC4CC(CC(C(=O)NN)(C4)C2)C3)cc1 | 4 | 15% | 17% | 14% | -17% | -4 | 2% | ?
NC(=O)c1cc(-c2ccccc2)sc1NC(=O)CN1CCCCC1 | 6 | 13% | -15% | 9% | -2% | 13 | -2% | -11%[0.397 µM]
